Nrf2 block: inhibitors of Nrf2 signaling; hit rate 2.1% among 360,000; A549 ARE-Fluc reporter, luciferase luminescence, 18-24 h; Potency, µM (doses to about 46 µM), without a hit: top-dose activity change, negative = inhibition, usual class: inhibitors; also: potency is read from the fitted curve at half-maximal effect; % is scaled to controls: 0 for no effect and ±100 for the full control effect; nearly all actives have a fitted effect of over 60% in size
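Concentration-response testing used A549 ARE_Fluc cells at 5000 cells/well. Following an 18-24 h compound incubation, viability was read by fluorescence (Ex 405/Em 525) and luciferase output by luminescence.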
IL1B secr inh: blocks inflammasome-driven IL-1 beta release; THP-1 LPS/ATP IL-1B secretion, AlphaLISA, 16 h; hits give low values; activity change, % at 57.5 µM; hit rate 4.7% among 360,000; in the data active = activity change below about -50%; inconclusive = mostly about -30% to -49%; also: % is scaled to controls: 0 for no effect and ±100 for the full control effect
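THP-1 cells pretreated 1 hr with compounds (up to 57.5 uM final), then stimulated with LPS (250 ng/mL final) plus ATP (1.25 mM final); secreted IL-1B measured by AlphaLISA after 16 hr, decreased signal indicating inhibition.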
MCF10A rerep: induces DNA re-replication in MCF 10a normal breast cells; MCF 10A DNA re-replication, Hoechst nuclear intensity, 48 h; Potency, µM (highest dose often 46.1 µM), without a hit: at the highest dose activity, positive = re-replication, actives largely listed as activators; hit rate 2.9% among 350,000; AID 624296; also: potency is read from the fitted curve at half-maximal effect; % of control where 0% means no effect; nearly all actives have a fitted effect of over 50% in size
ATXN viability: viability counter-screen for ATXN expression inhibitors. S2 cells (HEK-293 line with an ATXN2-luciferase reporter) viability, CellTiter-Fluor protease fluorescence, 24 h. Potency, µM (titrated, usually from 56.7 µM), most hits filed as cytotoxic. hit rate 0.49% among 400,000. AID 651635; also: potency is read from the fitted curve at half-maximal effect; nearly all actives have a fitted effect of over 40% in size
Nrf2 activator: activates Nrf2 signaling | AREc32 ARE-luciferase reporter (MCF7-derived line), luminescence, 24 h | Potency, µM (top dose mostly 46.1 µM), without a hit: at the top dose activation, hits mostly activators | hit rate 0.31% among 410,000 | AID 624171; also: potency is read from the fitted curve at half-maximal effect; % of control where 0% means no effect; nearly all actives have a fitted effect of over 65% in size
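For detection, Steady-Glo was added and plates sat 30 min at RT; before that, AREc32_Fluc cells grown overnight in OPTI-MEM/5% FBS had been treated with 23 nL compound for 24 hr at 37 deg C.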
TGFb inhibitor: inhibitors of TGF-b signaling; Potency, µM (doses to about 46.1 µM), for inactives: at the top dose activity, negative = inhibition, actives largely listed as inhibitors; hit rate 1.2% among 410,000; HepG2 CAGA-GFP TGF-b/SMAD3 reporter, GFP fluorescence, 18 h; TGF-beta stimulated, 500 pg/mL final; AID 588855; also: potency is read from the fitted curve at half-maximal effect; % is scaled to controls: 0 for no effect and ±100 for the full control effect; nearly all actives have a fitted effect of over 65% in size
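Per well, imaged GFP fluorescence of HEPG2 CAGA-GFP cells gives the signal; cells get compound, then TGF-beta (500 pg/mL final), 18 h at 37 degrees C; %Activity versus -TGF-beta and +DMSO controls.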
ATXN2 expr inh: reduces ATXN2 reporter expression in HEK-293 cells; HEK-293 ATXN2-luciferase reporter, luminescence, 24 h; Potency, µM (series often up to 57 µM), for inactives: at the top dose activity change, negative = inhibition, hits mostly inhibitors; hit rate 0.72% among 360,000; also: potency is read from the fitted curve at half-maximal effect; % is scaled to controls: 0 for no effect and ±100 for the full control effect; nearly all actives have a fitted effect of over 55% in size
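qHTS (up to 57 uM final) was run with 24 h compound exposure of reporter cells at 37 °C. Each well was multiplexed: SteadyGlo luminescence measured ATXN2-luciferase expression after a fluorogenic Gly-Phe-AFC viability readout (25 uM final).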
HepG2 tox: counter-screen for TGF-b inhibitors: cytotoxicity in HepG2 cells. HepG2 CAGA-GFP viability, ATP luminescence, 18 h. Potency, µM (titrated, usually from 46.1 µM), without a hit: at the highest dose activity change, negative = cytotoxicity, hits mostly cytotoxic. hit rate 0.76% among 410,000; also: potency is read from the fitted curve at half-maximal effect; some results filed as inactive show a strong effect at the top dose
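CellTiter-Glo luminescence gave cytotoxicity after 18 hours at 37 degrees C. The cells were HepG2 CAGA-GFP in 1% FBS DMEM, stimulated with 500 pg/mL TGF-beta after compound addition. %Activity was normalised to no-cell wells (complete cell-killing) and DMSO (no toxicity), and curves were fitted and classified.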
A549 tox: counter-screen for Nrf2 inhibitors: cytotoxicity in A549 cells; A549 ARE-Fluc cells, CellTiter-Fluor viability, 18-24 h; Potency, µM (top dose mostly 46 µM), for the others: top-dose activity change, negative = cytotoxicity, actives largely listed as inhibitors; hit rate 0.16% among 390,000; AID 504648; also: potency is read from the fitted curve at half-maximal effect; % is scaled to controls: 0 for no effect and ±100 for the full control effect
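A549 ARE-Fluc cells in 5% FBS OPTI-MEM, 5000 cells/well, rested 2 h then exposed to compounds in concentration-response for 18-24 h at 37 °C. Viability by CellTiter-Fluor fluorescence (Ex 405/Em 525) after 30 min; luciferase luminescence (BugLite, 15 min, RT) read afterwards.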
* marks the source's active call; other numbers are inactive results; i = inactive; ? = inconclusive; / = no result given; [ ] = dose if it differs, or a comment. Unless noted, calls follow the shape of the dose curve; as a rule, active = well fitted curve in the direction sought with a large enough effect; inconclusive = small, poorly fitted or top-dose-only effect, or another doubt; inactive = no such curve, though single readings can be large; an effect the other way counts as inactive or inconclusive.

Values in the order: Nrf2 block | IL1B secr inh | MCF10A rerep | ATXN viability | Nrf2 activator | TGFb inhibitor | ATXN2 expr inh | HepG2 tox | A549 tox
COc1cc(NS(=O)(=O)c2ccc(NC(=O)/C=C/C(=O)O)cc2)nc(OC)n1
  -4% | -15 | -1% | i | -1.2% | -1% | -12% | -1% | -1%
CCOC(=O)C1(C(=O)OCC)C(c2ccccc2)CC(O)N1C(C)=O (stereo not given)
  13% | -3 | 20% | i | -0.9% | -1% | -7% | 1% | -7%
N#Cc1cccc(NC(=O)CSc2sc3c(O)cc(=O)[nH]c3c2C#N)c1
  -1% | -1 | ? | i | -1.0% | 10% | -8% | 11% | 0%
COCc1cccc(-c2csc(C(C)(NC(C)=O)c3ccc(OC)cc3)n2)c1 (stereo not given)
  / | -23 | / | i | 2.5% | 18% | -12% | -10% | /
CC(C)C[C@@H]1CN(CCCC[C@H]2CNC(=O)C(=O)N2CCC2CCCCC2)C(=O)C(=O)N1CC1CCCCC1
  / | 65 | / | i | 3.2% | / | -4% | / | /
COc1ccc(NC(=S)N(CCc2nc3cc(C)c(C)cc3[nH]2)Cc2cccnc2)cc1
  -17% | -14 | -8% | ? | 2.7% | -6% | -1% | -5% | -17%
Cc1cc(C(=O)CN2C(=O)C(=O)N(Cc3ccco3)C2=O)c(C)n1CCc1ccccc1
  2% | 11 | 4.6µM* | ? | 4.1% | ? | -3% | 1% | -4%
COc1cc(N2CCOCC2)ncn1
  6% | 21 | -2% | i | -0.3% | 0% | -1% | -11% | -8%
CC(=O)c1ccc(OCc2cc(C(=O)NCCc3ccc(Cl)cc3)no2)cc1
  15% | 0 | 8% | ? | 2.6% | -10% | 17% | -14% | 2%
COc1c(C)cccc1C(=O)NC(=S)Nc1ccccc1N1CCCC1
  17% | -8 | ? | i | 4.1% | -9% | 13% | -7% | 10%
CN(CCC#N)S(=O)(=O)c1ccc2[nH]cc(C(=O)NCCc3ccccc3)c(=O)c2c1
  1% | 4 | ? | i | 2.1% | -13% | -7% | -7% | 1%
O=C1C2C3CCCC3=C3CCCC3C2C(=O)N1c1cccc(Cl)c1 (stereo not given)
  -20% | 25 | 29% | i | 0.6% | ? | 0% | -27% | -5%
COc1cc(C(=O)Nc2ccc(C#N)cc2)c([N+](=O)[O-])cc1OC
  -26% | 3 | -3% | i | 0.0% | -2% | -18%[11.3 µM] | -18% | 1%
O=[N+]([O-])c1cccc2[nH]ncc12
  -8% | 17 | -3% | ? | 10% | -4% | -8% | -5% | -2%
CS(=O)(=O)N(CC(=O)NCCC1=CCCCC1)c1cccc([N+](=O)[O-])c1
  7% | 10 | -3% | i | -0.1% | 0% | / | -1% | 16%
Cc1cc(Nc2ccc(Br)c(C)c2)n2nc(-c3ccco3)nc2n1
  / | / | / | / | 6.3% | ? | / | -30% | -6%
CC(C)(C)OC(=O)N1CCC(c2cc(=O)n3[nH]cc(C(=O)Nc4ccc(F)c(Cl)c4)c3n2)CC1
  -1% | 15 | 8% | i | 0.2% | -2% | / | 2% | 3%
Cc1cccc(C2=Nc3ccccc3N=C(c3cc(Cl)ccc3O)C2)c1
  ? | / | / | i | -0.2% | -17% | 2% | 5% | 3%
O=C(Nc1cccc(Cl)c1)Nc1ccc2nccnc2c1
  7% | ? | ? | ? | -0.6% | ? | 6% | -35% | -18%
Fc1ccccc1N1CCN(C(c2cccs2)c2nnnn2CCc2ccccc2)CC1 (stereo not given)
  ? | 0 | 0% | ? | 0.0% | 0% | -7% | -10% | -3%

(next part)
Values in the order: Nrf2 block | IL1B secr inh | MCF10A rerep | ATXN viability | Nrf2 activator | TGFb inhibitor | ATXN2 expr inh | HepG2 tox | A549 tox
CCNC(=O)C(=O)NCC(c1ccc2c(c1)OCO2)N1CCOCC1 (stereo not given)
  12% | -1 | 7% | i | -0.5% | 3% | 3% | -4% | 8%
COc1cc(/C=N/Nc2ccccn2)ccc1OCC(C)C
  ? | -22 | 5% | i | 8.5% | -23% | 28% | -9% | 6%
O=C(CSc1nc2ccccc2[nH]1)N1CCN(c2ccc(F)cc2)CC1
  -5% | -12 | 15% | i | 0.8% | -14% | -8% | -23% | -5%
CCCCN1C(=O)C(CC(=O)NCc2cccs2)CC(C(=O)N(CC)CC)=C1C (stereo not given)
  / | -12 | / | i | 0.0% | 3% | -4% | -36% | /
CNC(=S)N(CCc1c(C)[nH]c2ccc(OC)cc12)Cc1ccco1
  -20% | -10 | 25% | i | 3.4% | -8% | / | -28% | -3%
CCOCCCNC(=O)c1cc(=O)n(Cc2cccc(C)c2)c2ccccc12
  4% | 21 | ? | i | 0.0% | 1% | -25% | 3% | 0%
CC(C)CCC(C)NC(=O)c1ccc2nccnc2c1 (stereo not given)
  ? | 21 | 3% | i | 0.8% | 2% | 33% | -4% | -9%
CCc1ccc(NC(=O)Cn2cnc3sc(C)c(S(=O)(=O)N4CCC(C)CC4)c3c2=O)cc1
  2%[9.27 µM] | / | / | i | -0.3% | -3% | 12% | -4% | 0%
CC(C)c1ccc(S(=O)(=O)Nc2cc3c(cc2NCc2ccccc2)n(C)c(=O)n3C)cc1
  26µM* | / | / | i | 6.4% | ? | 46%[activator] | -31% | -10%
CCOC(=O)C1CCCN(C(=O)C2CCN(S(=O)(=O)c3ccc(Cl)c(C(F)(F)F)c3)CC2)C1 (stereo not given)
  -7% | 16 | 5% | i | -0.3% | -1% | -2% | -6% | -1%
COc1cccc(N2C(=O)N(c3ccccc3)C3CS(=O)(=O)CC32)c1 (stereo not given)
  11% | 29 | 7% | i | 0.3% | 45%[activator] | 6% | 5% | 0%
COCCCn1c(-c2cccs2)nc2nc3ccccc3nc21
  25% | -8 | 18µM* | ? | 7.3% | 0% | / | 8% | 0%
CC1C(=O)N2CCCc3cc(S(=O)(=O)Nc4ccccc4C(N)=O)cc1c32 (stereo not given)
  -6% | 8 | 3% | i | 0.1% | -4% | -3% | 4% | -6%
C[C@]12C(=O)N(c3ccc(C(F)(F)F)cc3)C(=O)N1[C@@H]1c3ccccc3OC[C@@H]1[C@H]2c1ccccc1
  -4% | -9 | -30% | i | -0.2% | ? | 11% | -4% | 4%
COc1ccc(C(=O)NCCS(=O)(=O)NCC2CCCO2)cc1 (stereo not given)
  12% | 8 | -3% | i | -0.8% | 0% | 4% | -8% | 2%
Cc1cccc(NC(=O)c2ccc(C3SCC(=O)N3CCc3ccccc3)cc2)c1 (stereo not given)
  ? | -25 | ? | i | 3.1% | -25% | -27% | -24% | -4%
Cc1cc(COc2ccccc2OCCN2CCN(C)CC2)no1
  11% | -3 | 2% | i | -0.7% | -12% | -12% | -3% | 6%
NS(=O)(=O)c1ccc(NC(=O)C2Cc3ccccc3CN2C(=O)c2ccco2)cc1 (stereo not given)
  5% | 0 | -2% | i | 1.9% | -22% | -10% | -19% | 0%
COC(=O)c1cc(OC)c(OC)cc1NC(=O)c1cc(-c2ccccc2)nc2ccccc12
  / | -16 | 2% | i | 0.5% | 1% | 2% | -13% | 3%
CCOc1ccc(/C=N/NC(=O)CC(=O)NCc2ccccc2)cc1
  -1% | -22 | -2% | i | 0.0% | -6% | 6% | -5% | 1%

Limited to TGFb inhibitor, for some of the entries so far:
structure | TGFb inhibitor
COc1ccc(C(=O)NCCS(=O)(=O)NCC2CCCO2)cc1 (stereo not given) | 0%
Cc1cccc(NC(=O)c2ccc(C3SCC(=O)N3CCc3ccccc3)cc2)c1 (stereo not given) | -25%

Among those listed so far, these have an aryl thioether with sulfur outside any ring.
Values in the order: Nrf2 block | IL1B secr inh | MCF10A rerep | ATXN viability | Nrf2 activator | TGFb inhibitor | ATXN2 expr inh | HepG2 tox | A549 tox
N#Cc1cccc(NC(=O)CSc2sc3c(O)cc(=O)[nH]c3c2C#N)c1
  -1% | -1 | ? | i | -1.0% | 10% | -8% | 11% | 0%
O=C(CSc1nc2ccccc2[nH]1)N1CCN(c2ccc(F)cc2)CC1
  -5% | -12 | 15% | i | 0.8% | -14% | -8% | -23% | -5%

The list goes on.
structure	Nrf2 block	IL1B secr inh	MCF10A rerep	ATXN viability	Nrf2 activator	TGFb inhibitor	ATXN2 expr inh	HepG2 tox	A549 tox
COc1ccc(CNC(=O)C2Cc3ccccc3CN2C(=O)c2ccco2)cc1 (stereo not given)	-19%	15	1%	i	0.5%	-17%	4%	-15%	-1%
CCOC(=O)c1sc(NC(=O)CCC(=O)O)nc1C	-5%	14	7%	i	0.3%	2%	-13%	2%	11%
O=c1ncn(-c2ccccc2F)c2ncccc12	3%	37	2%	i	0.7%	18%	9%	-1%	1%
Cc1cnc(C(=O)OCC(=O)Nc2ccc(Oc3ccccc3)cc2)cn1	-6%	4	1%	i	0.0%	-26%	10%	0%	-13%
CN(C)S(=O)(=O)N1CCN(c2ccc(Cl)cc2)CC1	-30%	13	8%	i	2.2%	2%	6%	0%	/
O=C(NCCCN1CCOCC1)c1cc2c(s1)-c1ccccc1OC2	1%	?	?	i	-0.4%	-11%	3%	-17%	4%
